High-throughput results as filed in PubChem BioAssay.
V-ATPase pHluor – yeast V-ATPase proton transport regulation by pHLuorin; S. cerevisiae, pHLuorin cytosolic pH fluorescence; 350,000 tested, 0.37% active; response, % at 10 µM; AID 504577; in the data active = response mostly above about 7.3%, no sharp cut-off; inactive = mostly below about 5.4%; note: actives read high; inactives centre near 0; some compounds called inactive have numbers as strong as hits; reference of the scale not given here
cardiac RTF act – increases calcium sensitivity of human cardiac regulated thin filaments; P19429+P45379; IANBD-labeled TnC RTF fluorescence at EC20 calcium; 0% EC20 calcium, 100% full calcium; activation, % at 7.2 µM; 340,000 tested, 0.24% active; AID 493008;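 active = activation above the mean over all tested compounds plus 3 SD, cut at about 30% in these data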;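 note: rise in fluorescence read as greater calcium sensitivity of cardiac thin filaments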
Keap1 Nrf2 FP – Keap1-Nrf2 (human) interaction inhibition; Keap1 Kelch-Nrf2 peptide fluorescence polarization, 1536-well; inhibition, % at 9.4 µM; 340,000 tested, 0.15% active; in the data active = inhibition above about 12%;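 note: human Keap1 Kelch domain with fluorescein labeled Nrf2 9mer peptide probe; 0% = neutral control wells and 100% = peptide positive control; higher means more block of Keap1 binding to Nrf2 peptide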
Target sequence (Q14145 whole entry, looked up, the tested form may be a part): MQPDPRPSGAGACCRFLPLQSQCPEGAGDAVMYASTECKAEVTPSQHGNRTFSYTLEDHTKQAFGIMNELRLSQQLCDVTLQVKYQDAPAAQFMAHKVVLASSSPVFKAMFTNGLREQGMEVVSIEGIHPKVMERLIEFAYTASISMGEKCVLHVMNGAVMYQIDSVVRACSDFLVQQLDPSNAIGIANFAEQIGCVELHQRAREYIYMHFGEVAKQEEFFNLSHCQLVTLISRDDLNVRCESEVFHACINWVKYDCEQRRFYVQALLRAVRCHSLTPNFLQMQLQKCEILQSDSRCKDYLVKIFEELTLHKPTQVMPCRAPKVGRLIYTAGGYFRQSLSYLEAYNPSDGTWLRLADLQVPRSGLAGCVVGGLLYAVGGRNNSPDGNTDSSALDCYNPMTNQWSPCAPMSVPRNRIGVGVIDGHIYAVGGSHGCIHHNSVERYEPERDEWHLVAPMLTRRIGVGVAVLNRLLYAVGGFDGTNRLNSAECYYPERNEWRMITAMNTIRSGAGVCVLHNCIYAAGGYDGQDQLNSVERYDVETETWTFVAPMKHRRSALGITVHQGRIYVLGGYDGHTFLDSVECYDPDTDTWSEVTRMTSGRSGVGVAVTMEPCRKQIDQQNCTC
Cardiac RTF inh – cardiac RTF calcium desensitization | P19429+P45379 | IANBD-labeled cardiac RTF, Ca2+ fluorescence | inhibition, % at 7.15 µM | 340,000 tested, 0.12% active | AID 493244;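 active = inhibition above the mean inhibition of all tested compounds plus 3 SD, cut at about 17% in these data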;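 note: assay run at fixed EC70 calcium of 1.6 mM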
Wnt act – activates Wnt/beta-catenin signaling in a reporter cell assay | 300,000 tested, 1.2% active | activation, % at 9.35 µM | activator, plate reader; in the data active = activation above about 30%, passing the limit was not always enough;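 note: 0% = neutral control wells and 100% = positive control wells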
C-LANA FP – blocks KSHV LANA C-terminal domain binding to DNA | inhibition, % at 9 µM | 340,000 tested, 0.078% active | MBP-C-LANA/FAM-LBS DNA binding, fluorescence polarization;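 active = highest replicate inhibition at or above 60% at 9 µM, even if other replicates fall short; inactive = all replicates below 60% inhibition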;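 note: 0% = neutral control wells and 100% = 4 µM acridine orange control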
Arrestin-AP2 inh – inhibitors of human beta-arrestin and AP2 interaction. FITC-arrestin peptide / GST-AP2 beads, flow cytometry; AP2 beta2 appendage carries R879A mutation. inhibition, % at 10 µM. 340,000 tested, 0.31% active. AID 504490;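 active = inhibition above a set limit, near 3 SD of compounds lacking own fluorescence, cut at about 54% in these data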;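 note: plate controls were DMSO wells for no effect and 5 µM unlabelled arrestin peptide for full effect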
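System: GST-AP2 R879A glutathione beads. Medium: PBS with 0.05% Tween 20 and 0.1% BSA. Also added: FITC-arrestin peptide, 50 nM. Incubation: 12 min plus 1 h, RT. Measured by: high-throughput flow cytometry of beads, ex 488, em 535 nm. Evaluation: percent drop in bead-associated FITC signal.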
MOR-DOR inv ag – mu-delta opioid heterodimer inverse agonism. 340,000 tested, 0.21% active. cell-based MOR-DOR heterodimer luminescence. inhibition, % at 9.3 µM. P35372+P41143; in the data active = inhibition above about 22%, passing the limit was not always enough;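 note: 0% = cells with DMSO and 100% = wells without cells with DMSO; values of inactives mirror those of a sister screen read the other way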
MOR-DOR ag – OPRM1-OPRD1 heterodimerization agonism; P35372+P41143; cells, luminescence; activation, % at 9.3 µM; 340,000 tested, 0.3% active; AID 504326; in the data active = activation above about 18%;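 note: 0% = vehicle-treated cells and 100% = reference agonist; values of inactives mirror those of a sister screen read the other way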
DSG3 Ab inh – blocks pemphigus antibody binding to human desmoglein-3; P32926; DSG3-coupled beads, scFv-anti-DSG3-GFP binding, flow cytometry; hits give low values; binding (percent of control), % at 10 µM; 310,000 tested, 0.48% active;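 active = binding more than 3 SD below its plate's average and above zero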;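 note: hits lower antibody fragment binding to DSG3; some compounds called inactive have numbers as strong as hits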
The depositor's hits bear a star; . = not tested or not shown; & = joins results of further samples.

No.	mol	V-ATPase pHluor	cardiac RTF act	Keap1 Nrf2 FP	Cardiac RTF inh	Wnt act	C-LANA FP	Arrestin-AP2 inh	MOR-DOR inv ag	MOR-DOR ag	DSG3 Ab inh
1	CC1(C)CC(=O)C(=CN2CCOCC2)C(=O)C1	-1	4	-8	-19	-10	-1.2	-4	10	-1.8	102
2	c1ccc(-c2cn3c4c(sc3n2)CCCC4)cc1	-2&1	-2&2	5&2	0&-4	8&-4	-2.3&-0.2	3&6	9&11	-1.8&-2.4	123&104
3	COc1ccc(NC(=O)Nc2cccc3c2O[C@H](CN(C)C(=O)Nc2ccc(C(F)(F)F)cc2)[C@@H](C)CN([C@H](C)CO)C3=O)cc1	-2	-2	4	-13	.	-1.0	0	-9	1.4	103
4	CC(C)(C)OC(=O)CNC(=O)c1[nH]cnc1C(=O)NC1CCNCC1	3	6	-5	-3	-2	1.5	0	11	-1.8	103
5	CCOC(=O)C1CCN(C(=O)Nc2cccc(Cl)c2)CC1	4	0	-6	7	-2	2.1	29	-6	1.0	.
6	CCN(Cc1ccccc1)Cc1ccc(OCc2ccccc2)c(OC)c1	2	0	2	-9	-1	-0.4	14	-15	2.9	113
7	CCN(CC)S(=O)(=O)c1ccc2oc(Nc3ccc(OC)cc3)nc2c1	6	-2	5	-9	-1	-0.6	19	-3	0.5	98
8	CCOC(=O)N1CCN(S(=O)(=O)CCNC(=O)c2ccc(F)cc2)CC1	2	-5	2	14	3	2.0	30	5	-0.8	97
9	FC(F)(F)c1nnc(-c2ccccc2)nc1N1CCCC1	4	2	1	-6	0	-0.6	4	8	-1.4	97
10	CCn1c(=S)[nH]c2sc3c(c2c1=O)CCCCC3	2	-3	-3	-12	-1	1.6	23	-4	0.6	101
11	O=C(C1CCCN(S(=O)(=O)c2ccccc2)C1)N1CCN(c2ncccn2)CC1 (stereo not drawn)	-2	2	-2	-1	.	-0.1	24	11	-2.0	96
12	COc1cccc(N(CC(=O)Nc2ccccc2C(=O)N2CCCC2)S(C)(=O)=O)c1	3	-1	-6	-4	1	0.6	1	-9	1.1	93
13	Cc1cc(=O)[nH]c(N=N/C(=N/Nc2ccccc2C)c2ccccc2)n1	-2	2	-3	-4	.	0.4	-8	1	-0.1	99
14	COc1ccc(Nc2n[nH]c(C)c2[N+](=O)[O-])cc1	-2	3	-1	-10	35*	-0.9	-3	5	-1.0	92
15	CC(=O)Nc1ccc(C(=O)n2cnc3cc(C)c(C)cc32)cc1	2	5	-8	-8	1	0.3	6	3	-0.6	116
16	CCn1ncc(Br)c1C(=O)Nc1ccc(OC(F)(F)F)cc1	2	2	1	-6	2	-0.2	1	-27	4.8	91
17	COCCn1c(Cc2ccccc2)nnc1SCC(=O)NC1CCCCC1	4	-6	-3	-4	-1	-1.0	6	12	-2.3	104
18	COCCNC(=O)Cn1cc(/C=C(\C#N)C(=O)NC2CC2)c2ccccc21	4	2	-4	-2	2	0.5	11	9	-1.7	96
19	CN1CCc2c(sc3c2c(=O)n(-c2ccccc2)c2nnc(SCc4ccccc4)n32)C1	2	0	-3	3	-4	-0.2	-19	13	-2.1	.
20	Cc1ccccc1NC(=O)NCc1ccc2c(c1)OCO2	-8	-3	-3	8	4	-0.1	2	18	-3.5	86
21	COc1ccccc1NC(=S)N(Cc1cccnc1)Cc1ccco1	-3	0	2	3	-1	1.4	-1	1	-0.3	.
22	CN(Cc1ccccc1NCC(=O)Nc1ccccc1C#N)C1CCCCC1	1	2	0	6	-1	-0.2	46	9	-1.7	108
23	COc1cc(OC)c(NS(=O)(=O)c2ccc3c(c2)NC(=O)CO3)cc1Cl	1	5	-6	-5	4	2.0	-10	11	-2.1	99
24	C=C(C)Cn1c(Sc2nc3ccccc3[nH]2)nc2c1c(=O)[nH]c(=O)n2C	1	1	-3	-11	-4	-0.1	28	18	-2.9	.
25	c1ccc(-c2nc(-c3ccccn3)no2)cc1	9	-5	-2	1	-12	-0.2	5	13	-2.2	120
26	CCOC(=O)C1(C(F)(F)F)N=C(c2cccnc2)OC(N2CCCCC2)=N1 (stereo not drawn)	-4	-2	-4	-4	-3	2.9	1	-4	0.8	110
27	CC1(C)CC(=O)c2cnc(NC3CC3)nc2C1	3	4	-1	0	-4	0.7	28	15	-3.0	95
28	O=C(NCCN1CCCCC1)c1ccc(Oc2cc(Cl)cc(Cl)c2)o1	1	.	-3	.	-4	0.8	28	.	.	99
29	CCCCN(C(=O)c1ccc(C)o1)c1c(N)n(CC(C)C)c(=O)[nH]c1=O	0	-3	-1	4	-2	-0.7	-18	19	-4.8	.
30	COc1ccc(CC(=O)Nc2ccc(S(=O)(=O)Nc3nccc(C)n3)cc2)cc1	2	3	2	-2	.	-1.1	1	10	-1.8	97
31	CC(=O)Nc1ccc(NC(=O)/C=C/c2ccccc2)cc1	1	-1	-1	-12	.	-0.3	14	11	-2.2	82
32	COc1ccc(OC)c(S(=O)(=O)Nc2ccc(-c3ccc4nnc(C)n4n3)cc2)c1	0	-5	.	2	3	.	-8	11	-2.2	102
33	CCc1nc(Nc2ccncc2)c2oc3ccccc3c2n1	1	-4	-5	-7	.	-3.1	-9	2	-0.4	99
34	Cc1ccc2[nH]cc(CCNC(=O)c3cccs3)c2c1	-2	-7	3	-1	4	-0.4	32	6	-1.4	104
35	O=c1c2cc(F)ccc2[nH]c(=S)n1CCCN1CCOCC1	-1	10	0	-7	-1	0.2	-3	-7	1.4	104
36	CCOC(=O)c1c(C)[nH]c(C(=O)C(C)OC(=O)c2oc3ccccc3c2COC)c1C (stereo not drawn)	0	-7	-5	-3	.	-1.9	-5	13	-3.1	107
37	COCC(=O)NCCNc1nc2ccc(C)cc2cc1C	-7	5	1	-8	.	0.1	1	-7	1.3	101
38	COc1cccc(CNC(=O)C2CCCN(c3nn4c(=O)cc(C)nc4s3)C2)c1OC (stereo not drawn)	4	2	-6	-14	.	-0.5	-4	4	-0.6	.
39	Cc1[nH]n(-c2ccccc2)c(=O)c1C=Nc1ccc(S(=O)(=O)N=C(N)N)cc1	-1	0	0	9	3	2.5	32	15	-2.8	96
40	CS(=O)(=O)Nc1ccc(C(=O)NCc2cccnc2)cc1	-1	7	4	-10	-2	1.2	-9	15	-2.7	96
41	COC(=O)/C=C1\C(=O)N(c2nc3ccccc3s2)C(=S)N1c1ccc(F)cc1	-3	7	-8	-5	.	0.8	6	6	-1.0	123
42	CN(C)S(=O)(=O)c1cccc(NC(=O)COC(=O)COc2ccccc2[N+](=O)[O-])c1	-2	1	-6	-5	-1	0.1	19	6	-1.3	112
43	COc1ccc(C(CNC(=O)c2ccc(S(=O)(=O)Nc3ccc(F)cc3)cc2)N(C)C)cc1 (stereo not drawn)	-2	-3	-3	0	-4	0.7	17	6	-1.1	101
44	Cc1cccc(OCC(=O)NCC(=O)N/N=C/c2cc(Br)ccc2OCc2ccccc2)c1	-2	7	1	-2	.	-0.3	10	20	-4.0	94
45	Nc1nonc1N/N=C/c1c(O)ccc2ccccc12	4	2	5	-1	-4	0.3	45	-20	4.0	95
46	Cc1ccc(Cl)cc1N1CCN(C(=O)c2ccc(CN3CCOCC3)cc2)CC1	4	-8	0	-6	-2	0.0	6	-1	0.2	104
47	O=c1nc(-c2ccccc2)c2cc(Br)ccc2[nH]1	3	-4	5	-1	0	-2.1	20	6	-1.2	110
48	CCCCP(=O)(CCCC)Cc1ccccc1O	1	8	1	-15	.	-2.2	-29	-6	1.3	117
49	CCOc1ccc2nc(NC(=O)COc3ccc(N(C)S(=O)(=O)c4ccc(C)cc4)cc3)sc2c1	-1	8	-6	-3	11	-1.0	7	-18	3.4	83
50	COc1ccc(OC)c(N2C(=O)CC(NNC(=O)c3ccc4c(c3)OCO4)C2=O)c1 (stereo not drawn)	1	4	-6	-6	1	-0.9	-2	16	-3.3	122
51	CCC(=O)N(Cc1ccco1)C1CC(=O)N(c2ccccc2)C1=O (stereo not drawn)	2	-5	-6	16	-4	1.5	5	4	-0.8	104
52	Cc1cc(Nc2ccc3c(c2)OCCO3)c2cccc(C)c2n1	5	6	-2	4	-4	-2.8	-6	12	-2.3	101
53	Cc1nn(-c2cc(N(S(C)(=O)=O)S(C)(=O)=O)c(Cl)cc2Cl)c(=O)n1C	-1	6	-2	2	-2	-1.4	-5	9	-1.8	101
54	COc1cccc(C2=CC(=O)C[C@H](c3ccc(F)cc3)C2)c1OC	0	7	0	6	5	-2.8	10	2	-0.4	114
55	CC1([N+](=O)[O-])COC(C=Cc2ccccc2)OC1 (stereo not drawn)	2	1	-4	3	-1	-0.2	31	18	-3.7	118
56	COc1ccc(CN(C)C(c2ccccc2)c2nnnn2-c2ccccc2C)c(OC)c1C (stereo not drawn)	-2	3	4	1	.	-0.7	13	-20	4.5	96
57	CCOC(=O)C1(Cc2ccccc2)CCN(Cc2nccn2CC)CC1	-2	0	-1	-1	-3	1.2	12	-4	0.9	102
58	COC(=O)c1sccc1NC(=O)C1C2C=CC(C2)C1C(=O)O (stereo not drawn)	0	2	2	-2	.	2.5	-2	10	-1.7	90
59	CCOC(=O)CSc1nc2nc(C)cc(C)n2n1	4	2	-2	1	-2	2.9	20	8	-1.6	111
60	c1ccc2c(c1)ncn2-c1ccc(-c2ccnc(-c3ccncc3)n2)cc1	1	-5	2	-4	.	-1.4	22	1	-0.1	97

Continuation.
No.	mol	V-ATPase pHluor	cardiac RTF act	Keap1 Nrf2 FP	Cardiac RTF inh	Wnt act	C-LANA FP	Arrestin-AP2 inh	MOR-DOR inv ag	MOR-DOR ag	DSG3 Ab inh
61	Cc1sc(NC(=O)CSc2nc(N)cc(N)n2)c(C#N)c1C	-3	-2	-2	-2	-3	1.0	-2	8	-1.6	103
62	CC1CCN(C2=C(NS(=O)(=O)c3ccc(Cl)cc3)C(=O)c3ccccc3C2=O)CC1	2	-4	2	1	4	-0.5	-6	3	-0.6	99
63	COc1ccc(C(=O)Nc2nc(C)c3cc4c(cc3n2)OCO4)cc1	0	4	-5	3	0	1.4	-12	20	-4.0	99
64	COc1ccccc1CC(=O)Nc1cccc(C(=O)Nc2nccs2)c1	6	-9	1	3	0	-0.7	-7	14	-2.6	116
65	CC(C(=O)N1CCc2ccccc21)N1CCc2ccccc2C1 (stereo not drawn)	3	6	-5	-5	-6	1.9	2	4	-0.8	105
66	CN(CC(=O)Nc1cccc(F)c1)C(=O)CCC1CCCCC1	-1	0	-2	-3	-6	0.1	10	-4	0.6	96

Ordered by the number under Keap1 Nrf2 FP (ascending): some entries from above.
cpd | Molecule | V-ATPase pHluor | cardiac RTF act | Keap1 Nrf2 FP | Wnt act | C-LANA FP | Arrestin-AP2 inh | MOR-DOR inv ag | MOR-DOR ag | DSG3 Ab inh
63 | COc1ccc(C(=O)Nc2nc(C)c3cc4c(cc3n2)OCO4)cc1 | 0 | 4 | -5 | 0 | 1.4 | -12 | 20 | -4.0 | 99
66 | CN(CC(=O)Nc1cccc(F)c1)C(=O)CCC1CCCCC1 | -1 | 0 | -2 | -6 | 0.1 | 10 | -4 | 0.6 | 96
64 | COc1ccccc1CC(=O)Nc1cccc(C(=O)Nc2nccs2)c1 | 6 | -9 | 1 | 0 | -0.7 | -7 | 14 | -2.6 | 116
